HCV inh = qHTS Assay for Inhibitors of Hepatitis C Virus (HCV). Huh7.5.1 HCVcc-Cre infection, luciferase reporter, 44 h. Potency, µM (series often up to 41.8 µM), without a hit: top-dose activity change, negative = inhibition, actives largely listed as inhibitors. 340,000 tested, 3.4% active. AID 651820, 2012; also: potency is read from the fitted curve at half-maximal effect
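After 44 h co-culture of compound, cells and HCVcc-Cre (~0.5 moi), substrate is added for 15 min at room temperature and luciferase measured over 15 sec. Cells were seeded at 1,000/well and pre-cultured 4 h.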
AmpC detergent = qHTS Inhibitors of AmpC Beta-Lactamase (assay with detergent); Potency, µM (highest dose often 114 µM), for the others: at the highest dose activity change, negative = inhibition, most hits filed as inhibitors; 370,000 tested, 0.041% active; P00811; AmpC hydrolysis of nitrocefin, absorbance 480 nm, 0.01% Triton;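 also: potency is read from the fitted curve at half-maximal effect; 0% = no-compound wells and -100% = no-enzyme wells; nearly all actives have a fitted effect of over 25% in size; some results filed as inactive show a strong effect at the top dose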
Target sequence (P00811 whole entry, looked up): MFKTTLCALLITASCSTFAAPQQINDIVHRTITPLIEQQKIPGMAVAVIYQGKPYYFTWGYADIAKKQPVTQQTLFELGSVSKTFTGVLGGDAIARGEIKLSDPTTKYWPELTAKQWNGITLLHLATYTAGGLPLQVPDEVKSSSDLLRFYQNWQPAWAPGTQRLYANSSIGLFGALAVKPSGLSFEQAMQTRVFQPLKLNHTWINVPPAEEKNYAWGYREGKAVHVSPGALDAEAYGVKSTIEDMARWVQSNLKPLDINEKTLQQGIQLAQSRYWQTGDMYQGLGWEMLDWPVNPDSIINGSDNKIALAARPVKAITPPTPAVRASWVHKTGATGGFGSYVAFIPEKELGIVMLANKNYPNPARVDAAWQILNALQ
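20 mM phosphate pH 7.0 + 0.01% (detergent screen) or 0.0001% Triton X-100; 5.3 nM AmpC reagent; cpd preinc 15 min RT; nitrocefin (800 uM stock) to start; A480 q20 s × 4 min; Activity was normalised to no-enzyme and no-compound control wells.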
AMA1 RON2 block = qHTS for Inhibitors of AMA1-RON; Towards Development of Antimalarial Drug Lead: Primary Screen; 360,000 tested, 0.2% active; AlphaScreen AMA1-biotinylated RON2 peptide binding; Plasmodium falciparum AMA1 (3D7) - RON2 peptide interaction; Potency, µM (series often up to 58.2 µM), without a hit: at the highest dose activity change, negative = inhibition, hits mostly inhibitors; AID 720542, 2013;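 also: potency is read from the fitted curve at half-maximal effect; 0% = vehicle wells and -100% = peptide control; nearly all actives have a fitted effect of over 45% in size; some results filed as inactive show a strong effect at the top dose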
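AMA1 (3D7) with his tag at 25 nM final met compounds first, then biotinylated RON2 peptide at 25 nM; detection used donor plus acceptor beads, 10 µg/mL apiece, read by AlphaScreen after 30 min at room temperature.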
LmPK inhibitor = qHTS Assay for Inhibitors of Leishmania Mexicana Pyruvate Kinase (LmPK); Potency, µM (series often up to 57.5 µM), for inactives: at the highest dose activity change, negative = inhibition, actives largely listed as inhibitors; purified LmPK, Kinase-Glo ATP luminescence, 1 h; 290,000 tested, 0.37% active; AID 1721, 2009; Q27686; also: potency is read from the fitted curve at half-maximal effect
Target sequence (Q27686 whole entry, looked up): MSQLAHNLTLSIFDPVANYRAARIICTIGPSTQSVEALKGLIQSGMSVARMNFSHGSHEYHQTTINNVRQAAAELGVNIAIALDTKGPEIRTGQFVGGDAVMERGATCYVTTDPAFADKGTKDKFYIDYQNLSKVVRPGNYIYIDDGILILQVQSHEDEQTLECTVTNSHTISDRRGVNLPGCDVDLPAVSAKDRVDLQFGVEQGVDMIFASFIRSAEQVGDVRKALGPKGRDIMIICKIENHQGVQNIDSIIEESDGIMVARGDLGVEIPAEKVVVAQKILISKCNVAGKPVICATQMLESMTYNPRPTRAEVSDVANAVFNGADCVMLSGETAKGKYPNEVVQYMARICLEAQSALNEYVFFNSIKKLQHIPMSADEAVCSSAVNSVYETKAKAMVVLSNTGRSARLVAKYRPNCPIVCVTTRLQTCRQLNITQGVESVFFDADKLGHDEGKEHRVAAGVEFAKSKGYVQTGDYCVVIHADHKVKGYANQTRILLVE
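Pyruvate kinase activity monitored as ATP production (luciferase luminescence). Conditions: 0.1 nM enzyme, 0.5 mM PEP, 0.1 mM ADP, 1 h, RT; normalized against uninhibited and no-enzyme wells.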
AmpC no deterg = qHTS Inhibitors of AmpC Beta-Lactamase (assay without detergent); AmpC nitrocefin hydrolysis, absorbance 480 nm, 0.0001% Triton; Potency, µM (top dose mostly 57.1 µM), for the others: at the top dose activity change, negative = inhibition, hits mostly inhibitors; 330,000 tested, 0.52% active; AID 485341, 2010;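 also: potency is read from the fitted curve at half-maximal effect; plate controls were no compound for no effect and no enzyme for full effect; nearly all actives have a fitted effect of over 20% in size; some results filed as inactive show a strong effect at the top dose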
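AmpC (5.3 nM in the dispensed reagent) in 20 mM phosphate pH 7.0 with 0.01% (detergent screen) or 0.0001% Triton X-100 was preincubated with compounds for 15 min at room temperature. Nitrocefin was then added from an 800 uM solution, and hydrolysis was followed at 480 nm.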
HCMV inh = qHTS Assay for inhibitors of the human cytomegalovirus (HCMV). HFF cells, HCMV-luciferase reporter, 72 h; active compounds read low. activity change, negative = inhibition, % at 57.5 µM. 410,000 tested, 4.5% active. AID 1259415, 2018; in the data active = activity change below about -60%; inconclusive = no clear call, values can overlap the other calls; inactive = above about -39%
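Compounds were evaluated in HFFs infected with an HCMV luciferase reporter virus (MOI 1 PFU/cell). Luciferase in lysates collected 72 h post infection served as the replication measure.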
Tb PYK inh = qHTS of Trypanosoma Brucei Inhibitors. pyruvate kinase (Trypanosoma brucei), Q57TT1. TbPYK enzyme, Kinase-Glo Plus ATP luminescence, 45 min. Potency, µM (titrated, usually from 76.8 µM), for the others: at the highest dose activity, negative = inhibition, usual class: inhibitors. 410,000 tested, 0.12% active; also: potency is read from the fitted curve at half-maximal effect; nearly all actives have a fitted effect of over 50% in size
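ADP (130 uM final) triggers the TbPYK reaction after compound addition; incubation is 45 min at room temperature. Kinase-Glo Plus is then added and luminescence imaged. Normalized data are fitted to concentration-effect curves.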
Starred values were filed as active, the others as inactive; ? = inconclusive; · = no result given; & = joins results of further samples; [ ] = remark or other dose. Unless noted, calls follow the shape of the dose curve; as a rule, active = well fitted curve in the direction sought with a large enough effect; inconclusive = small, poorly fitted or top-dose-only effect, or another doubt; inactive = no such curve, though single readings can be large; an effect the other way counts as inactive or inconclusive. Unless noted, % is scaled to controls: 0 for no effect and ±100 for the full control effect.

SMILES | HCV inh | AmpC detergent | AMA1 RON2 block | LmPK inhibitor | AmpC no deterg | HCMV inh | Tb PYK inh
Cc1cccc(NS(=O)(=O)c2ccc(C(=O)NCCCN3CCOCC3)cc2)c1C | -25% | -4% | 13% | -10% | 69%[activator] | -22 | 2%
Cc1nc(-c2cn[nH]c2)c2cc(C)oc2n1 | ? | -2% | -9% | -1% | -15% | -10 | 4%
COc1ccc(CCNC(=O)CSc2ccc(-c3cccs3)nn2)cc1 | -17% | 3% | 13% | 2% | -16% | 0 | 4%
O=C(C1CC1)N1CCN=C1SCc1cccc(C(F)(F)F)c1 | -10% | -1% | 1% | 0% | 12% | -3 | 1%
CC(=O)Oc1ccc(S(=O)(=O)c2ccc(OC(C)=O)cc2)cc1 | 21% | 3% | -6% | 1% | -16% | -6 | -5%
Cc1cccc(OCC(=O)Nc2ccc(C(=O)OCc3cc(=O)n4nc(C5CC5)sc4n3)cc2)c1 | · | 12% | · | · | · | 5 | 5%
CCO[C@H]1OC(C(N)=O)=C[C@@H](c2ccccc2)[C@@H]1CCCO | 14% | 5% | 8% | 3% | 2% | 9 | -1%
CCCCNC(=O)c1cc(Sc2ccc(OCC)cc2)nc2ccccc12 | · | -2% | · | · | · | -35 | 0%
COc1c(C)cc(Br)cc1C(=O)Nc1ccc(C)cc1[N+](=O)[O-] | 26% | -2% | -2%[11.6 µM] | 2% | -25% | -8 | 2%
O=C(O)Cn1c2c(c3ccccc31)CSc1ccc(Cl)cc1-2 | -3% | -11% | -3% | 1% | -53% | 28 | -7%
Cc1ccccc1OCCN1CCCC1 | -1% | -5% | -21% | -2% | -14% | -23 | -12%
COc1ccccc1CNC(=O)CCN=C1NS(=O)(=O)c2ccccc21 | -5% | -7% | -4% | · | -9% | 0 | 3%
N#CC1=C(SCC(=O)c2ccc(Cl)cc2)NC2=C(C(=O)CCC2)C1c1ccco1 (stereo not drawn) | ? | ? | -15% | 1% | -24% | -40 | -10%
Cn1cc(C(=O)NC2CCCCC2)c(=O)c2cc(S(=O)(=O)N3CCCC3)ccc21 | 3% | -15% | 2% | 8% | -20% | -26 | 4%
CCc1ccc2occ(CC(=O)Nc3sc4c(c3C(=O)NCCOC)CCCC4)c2c1 | · | -2% | · | · | · | -16 | 1%
O=C(CCS(=O)(=O)Cc1ccc(Cl)cc1)NCCc1ccccc1 | 4% | ? | -15% | -4% | -14% | -20 | 1%
CCCCN(CCCC)C(=O)CCS(=O)(=O)c1ccc2c(c1)n(C)c(=O)c(=O)n2C | ? | 0% | -12% | -4% | 11% | -9 | -8%
CN(C)CCCN1C(=O)C(O)=C(C(=O)c2cc3ccccc3o2)C1c1ccccc1 (stereo not drawn) | -11% | -11% | -6% | 4% | -7% | 7 | 3%
O=C(CCn1cccc1)NCc1ccc(Cl)cc1 | 2% | -5% | -2% | 6% | 14% | -33 | -4%
O=C(CCS(=O)(=O)c1ccc(Br)s1)NCc1cccs1 | 6% | 0% | 14% | 2% | -22% | -15 | -9%

Some of the entries so far, with tabs.
smiles	HCV inh	AmpC detergent	AMA1 RON2 block	LmPK inhibitor	AmpC no deterg	HCMV inh	Tb PYK inh
N#CC1=C(SCC(=O)c2ccc(Cl)cc2)NC2=C(C(=O)CCC2)C1c1ccco1 (stereo not drawn)	?	?	-15%	1%	-24%	-40	-10%
Cn1cc(C(=O)NC2CCCCC2)c(=O)c2cc(S(=O)(=O)N3CCCC3)ccc21	3%	-15%	2%	8%	-20%	-26	4%
CCc1ccc2occ(CC(=O)Nc3sc4c(c3C(=O)NCCOC)CCCC4)c2c1	·	-2%	·	·	·	-16	1%
O=C(CCS(=O)(=O)Cc1ccc(Cl)cc1)NCCc1ccccc1	4%	?	-15%	-4%	-14%	-20	1%

(cont.)
SMILES | HCV inh | AmpC detergent | AMA1 RON2 block | LmPK inhibitor | AmpC no deterg | HCMV inh | Tb PYK inh
COc1ccc(CCn2c(N)c(C(=O)NCc3ccco3)c3nc4ccccc4nc32)cc1 | ? | ? | 46%[activator] | -2% | -25% | -75* | -15%
CC(CCc1ccccc1)NC(=O)CN(C)Cc1ccc(F)cc1 (stereo not drawn) | -21% | 0% | -1% | -4% | 71%[activator] | 14 | -8%
O=S1(=O)CC(N2CCCC2)CN1Cc1cn(Cc2cccc(Cl)c2)nn1 (stereo not drawn) | · | · | -2% | · | · | -1 | 4%
CCOC(=O)C1CCCN(C2=NC(=O)/C(=C/c3ccc(OC)cc3)S2)C1 (stereo not drawn) | -25% | 1% | 0% | 3% | 21% | ? | 0%
Cc1nc2c(C)cccc2c2c1CCN2c1ccccc1F | ? | 2% | 0% | -1% | 3% | ? | 3%
CCOC(=O)c1cc(S(=O)(=O)Nc2cc(F)ccc2C)[nH]n1 | · | 27% | · | · | · | 6 | -1%
Cc1ccc(N=Nc2c(O)[nH]c(=O)[nH]c2=O)c([N+](=O)[O-])c1 | 10% | -11% | -5% | -5% | -22% | 5 | 5%
C/C(CC(=O)Nc1cc(C)ccn1)=N\NC(=O)c1ccc(C(C)(C)C)cc1 | 1% | ? | 53%[activator] | 8% | -35% | 6 | 1%
COc1ccc([C@H]2CC(=O)C=C(c3ccc(Cl)c(C(F)(F)F)c3)C2)cc1 | -13% | 2% | 6% | · | -23% | 50 | -2%
COc1ccc(NS(=O)(=O)c2ccc(F)c(F)c2F)cc1S(=O)(=O)N1CCOCC1 | 13% | -2% | -2% | · | -19% | 5 | 4%
COc1ccc(NC(=O)N(Cc2ccco2)C2CCN(C(C)=O)CC2)c(OC)c1 | · | 3% | · | · | · | -5 | 0%
COc1cc(NC(=O)[C@H]2CSCN2C(=O)[C@@H]2CCC(=O)N2)cc(OC)c1OC | 11% | -1% | 0% | -2% | -15% | 3 | 2%
COc1cccc(N2CCN(c3ccc4nnc(CCC(=O)N5CCC(C)CC5)n4n3)CC2)c1 | 1% | -1% | -12% | -11% | 171%[activator] | -38 | -9%
COCCN(C(=O)COC(=O)CCOc1ccccc1)c1c(N)n(Cc2ccccc2)c(=O)[nH]c1=O | 8% | -15% | 1% | · | 39% | -28 | -5%
NC(=O)C1CCN(C(=O)CCSCc2ccccc2)CC1 | 5% | 3% | 1% | 0% | -2% | 62 | 2%
CCOC(=O)CN(C(=O)CNC(=O)c1ccco1)C(C(=O)NC1CCCCC1)c1cccc(OC)c1 (stereo not drawn) | 5%&5% | 7% | -8% | -2% | 12% | -28 | -1%
CCCCC(=O)Nc1ccc(C(=O)Nc2ccc3c(c2)OCO3)cc1 | ? | 1% | 0% | -12% | -24% | 15 | -9%
COc1cc(OC)cc(C(=O)OCC(=O)Nc2ccc(N3CCCCC3)cc2)c1 | 19% | 0% | 4% | 1% | -19% | 24 | -1%
CC(C)n1c(O)c(C=NCc2cccnc2)c(=O)[nH]c1=S | 28% | 0% | 0% | 4% | -2% | -21 | 1%
CC(=O)Nc1ccc(S(=O)(=O)NNC(=O)COc2cccc(C)c2)cc1 | 5% | ? | -8% | 13% | -22% | 26 | ?
CN(C)c1ccc(C2SCCN2C(=O)c2ccc([N+](=O)[O-])cc2)cc1 (stereo not drawn) | 0% | -8% | 4%[2.32 µM] | 5% | -16% | 53 | 0%
COc1ccccc1C(=O)Nc1ccc(S(=O)(=O)Nc2ncccn2)cc1 | · | 16% | · | · | · | 7 | -5%
CCNS(=O)(=O)c1ccc(CCC(=O)Nc2ccc3c(c2)OCCO3)cc1 | 6% | -9% | 0% | 0% | -29% | -9 | -2%
C=CCSc1cc(C)nc2c(-c3ccc(Cl)cc3)c(C)nn12 | -4% | ? | 24% | 12% | -23% | -33 | -13%
NC(=O)C1CCN(C(=O)CSCc2ccccc2Cl)CC1 | 24% | -15% | -2% | 0% | 8% | 50 | 2%
O=C(NCCC1=CCCCC1)c1ccc2c(c1)N(Cc1ccccc1)C(=O)c1ccccc1S2(=O)=O | · | -8% | · | · | · | -19 | 0%
Cn1cc(/C=C(\NC(=O)c2ccccc2Cl)C(=O)N2CCOCC2)c2ccccc21 | 8% | -4% | -6% | 1% | 79%[activator] | -33 | -4%
COc1cc(F)ccc1-c1csc(C(C)(O)c2ccccc2)n1 (stereo not drawn) | · | · | 7% | · | · | -26 | 1%
O=c1[nH]ncn2cccc12 | ? | -8% | -3% | 0% | -4% | -14 | -3%
CCCC(=O)Nc1nnc(-c2ccc3c(c2)OCO3)s1 | 4% | 0% | -9% | -1% | -3% | 10 | 0%
O=C(NCc1ccccc1)C1CCCN(c2nc3ccsc3c(=O)s2)C1 (stereo not drawn) | 10% | 0% | -2% | -3%[11.5 µM] | -27% | -35 | -9%
Cc1ccccc1S(=O)(=O)NC(=O)C1(C)CCN1C(=O)Cc1cc(F)ccc1F (stereo not drawn) | · | · | -4% | · | · | -20 | 1%
COc1cc2c(OC)cccc2cc1C(=O)O | 23% | ? | -2% | -6% | -12% | ? | 3%
CCOC(=O)C1CCCN(Cc2nc(C3CC3)no2)C1 (stereo not drawn) | -4% | -7% | -10% | 1% | -12% | -26 | 2%
COCCNC(=S)NNc1ccccc1[N+](=O)[O-] | -3% | 2% | -14% | -5% | -31% | 31 | -13%
C=CCN(C(=O)c1csnn1)C(C(=O)NCc1ccc(F)cc1)c1ccccc1F (stereo not drawn) | -9% | -4% | -4% | 0% | 99%[activator] | 32 | 10%
Cc1ccc2c(CC(=O)Nc3ccc(S(=O)(=O)N4CCCC(C)C4)cc3)coc2c1 (stereo not drawn) | · | 2% | · | · | · | -2 | -10%
CC(=NNC(N)=O)C1=C(O)C(C(C)C)NC1=O (stereo not drawn) | 32%[activator] | · | 71%[activator] | · | · | -26 | -5%
CC1CN(c2ccc([N+](=O)[O-])nc2)CC(C)O1 (stereo not drawn) | -1% | -2% | 16% | 1% | -16% | -11 | 1%
COc1ccc(C(C#N)Nc2ccccc2)cc1 (stereo not drawn) | · | ? | · | 7% | -11% | · | ·
CC(C(=O)Nc1ccccc1C(F)(F)F)n1nnc2sc3c(c2c1=O)CCCC3 (stereo not drawn) | · | 23% | · | · | · | -15 | 0%
CC(C)(C)C1=NN(C(=O)c2ccccc2)C(O)(C(C)(C)C)C1 (stereo not drawn) | 15% | -14% | 1% | -4% | 2% | -39 | -6%

Bioassay records as filed in PubChem BioAssay.
